SK-BR-3 tox 24h: SK-BR-3 proliferation inhibitors, primary screen, cell-based, human, 24 h | SK-BR-3 viability, CellTiter-Glo ATP luminescence; hits give low values | viability, % at 10 µM | actives 0.47% (n = 41,000) | AID 847, 2007;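 active = viability at or below the median of all test compounds minus 3 SD, in both replicates if run twice, cut at about 45% in these data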;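 note: 100% = median untreated cell wells and 0% = median positive control drug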
* = called active by the depositor. Only part of the results is shown; count on the stated rates, not on these rows.

molecule | SK-BR-3 tox 24h
CSc1cccc(NC(=O)CSc2nc3ccccc3o2)c1 | 117
CCOc1ccc(C2=Nn3c(nnc3-c3ccccn3)SC2)cc1 | 87
NC(=O)C1CCN(S(=O)(=O)c2cccc(S(=O)(=O)N3CCCCC3)c2)CC1 | 61
CC(=O)c1ccc2c3c(cccc13)C(=O)N(c1c(C)nn(C)c1C)C2=O | 91
Fc1ccccc1Cn1nnc2c(NCCc3ccccn3)ncnc21 | 97
O=C(Nc1cccnc1)c1cc(-c2ccco2)on1 | 85
C=CCN(C(=O)Nc1ccccc1)C1CC(=O)N(c2ccc(OC)cc2)C1=O (stereo not given) | 103
COc1cccc(-c2nc3ccc(O)cc3c(=O)o2)c1 | 94
Cc1cc(/C(O)=C2\C(=O)C(=O)N(CCN(C)C)C2c2ccncc2)ccc1OCc1ccccc1 (stereo not given) | 94
Cc1cc(Cl)c(S(=O)(=O)NCCC(=O)O)cc1OCC(N)=O | 85
CCCCNC(=O)c1ccccc1NS(=O)(=O)c1ccc2c(c1)OCCO2 | 82
CCS(=O)(=O)N1CCC(C(=O)NC2CCCCC2)CC1 | 75

Next part:
molecule | SK-BR-3 tox 24h
C=CCn1cnc2c(c1=O)c1nc3ccccc3nc1n2/N=C/c1cc(OC)c(OC)c(OC)c1 | 82
C=CCc1cccc(CNc2nc3ccccc3n2CC)c1O | 72
Cc1ccc2c(c1)nnn2C1CCN(C(=O)c2cccs2)CC1 | 91
COC(=O)c1ccc(NC(=O)Cn2nc(SC)n(N)c2=S)cc1 | 83
CCOC(=O)COc1ccc(C(=O)NC2CCCCC2)cc1 | 83
c1ccc(-n2ncc3c2ncn2c(CSc4nc5ccccc5s4)nnc32)cc1 | 72
CC1=CC(c2ccccc2)n2nc(N3C(=O)c4ccccc4C3=O)nc2N1 (stereo not given) | 98
COc1cc2c(C(=O)NCc3ccc(C)o3)cn(CC(C)C)c(=O)c2cc1OC | 84
CCCc1cc(=O)[nH]c(SCC(=O)NC(=O)OCC)n1 | 92
Clc1cccc(-c2nnc3sc(-c4ccc5c(c4)OCO5)nn23)c1 | 96
Cc1cccc(N2CCN(C(=O)Cn3ccc4ccccc4c3=O)CC2)c1C | 74
O=C(Nc1ccccc1C(=O)Nc1ccccc1C(=O)NCc1ccco1)c1ccco1 | 70

Next structures follow:
molecule | SK-BR-3 tox 24h
Cc1cc(NC(=O)c2cc(-c3cccnc3)nc3c(C)c(C)ccc23)no1 | 83
Cc1ccc(N2C(=O)[C@@H]3[C@H](C2=O)C2CCCN2[C@@H]3C(=O)c2ccccc2)cc1 (stereo not given in full) | 85
CN=CC1=C(O)CC(C)(C)CC1=O | 110
CC1(C)Cc2c(sc3nc4n(c(=O)c23)CCC4)CO1 | 86
COc1ccccc1C1C2=C(N=C3SCC(=O)N31)c1ccccc1CC2 (stereo not given) | 86
CCC1CCCCN1C(=O)Cn1c(=O)n(CCC(=O)NCc2ccco2)c(=O)c2sccc21 (stereo not given) | 77
Cc1cnc(C(=O)OCC(=O)Nc2cc(Cl)cc(Cl)c2)cn1 | 116
COC(=O)c1ccccc1N(C)S(C)(=O)=O | 103
CS(=O)(=O)N(CC(=O)N1CCN(c2cccc(Cl)c2)CC1)c1cccc(F)c1 | 89
Cc1cc(NC(=O)CSc2n[nH]c(CC(C)C)n2)no1 | 93
CC(=O)c1sc2nc(-c3cccs3)cc(C(F)(F)F)c2c1N | 108
COc1ccc(N2C(=O)CSC23CCCCC3)cc1 | 103

More records
molecule | SK-BR-3 tox 24h
O=C(O)c1ccc(S(=O)(=O)c2ccc3c(c2)C(=O)N(Cc2ccco2)C3=O)cc1 | 110
O=C(CSc1nccc(=O)[nH]1)Nc1ccc(F)c(Cl)c1 | 86
CCc1cccc(C)c1NC(=O)CSc1nnc(-c2ccco2)n1N | 89
CCN1CCN(S(=O)(=O)c2cc(OCC(=O)NC3CCCCC3)c(C)cc2Cl)CC1 | 119
CCOC(=O)c1c(C2CC2)csc1NC(C)=O | 103
Oc1ccccc1-c1cc(C(F)(F)F)[nH]n1 | 97
CC(C)Cc1nc2oc3c(N4CCN(CCO)CC4)ncnc3c2c2c1CCCC2 | 81
CCOC(=O)C1C2C=CC3(CN(CCc4ccccc4)C(=O)C13)O2 (stereo not given) | 89
Cc1ccc2nc(-c3cccc(NC(=O)c4ccco4)c3)[nH]c2c1 | 94
CC(=O)OCC[N+](C)(C)C | 107
COCc1cc(C)nc(N)c1C#N | 107
Cc1cccc(OCCCN2CCCCCC2)c1 | 97

More records follow:
molecule | SK-BR-3 tox 24h
COCCCNC(=O)CN(c1cc(OC)ccc1OC)S(=O)(=O)c1ccccc1 | 85
CC(=O)c1cc2c(cc1N)OCO2 | 102
Cc1cc(N2C3CCC2CC(O)(c2ccc(F)cc2)C3)nc(-c2ccccc2)n1 (stereo not given) | 100
N=c1n(CCN2CCOCC2)c2ccccc2n1Cc1ccccc1Br | 80
O=C(NCC1CCCO1)c1cc(-c2ccco2)nc2ccccc12 (stereo not given) | 89
COc1cc(C2C(C(=O)c3ccco3)=C(O)C(=O)N2CCc2ccccc2)ccc1O (stereo not given) | 88
CCN1c2ccccc2-c2nc3ccccc3n2C1c1ccccn1 (stereo not given) | 95
CCCCOC(=O)CNc1nnc(SCC(=O)OCC)[nH]c1=O | 99
Cc1[nH]nc2c1C1(CCC3(CC1)OCCO3)C(C#N)=C(N)O2 | 88
CCCCCn1c(=O)[nH]c2c(c1=O)CCC2 | 103
Cc1occc1C(=O)NCc1cccc(CNC(=O)c2ccoc2C)c1 | 99
Cn1c(C(=O)OCC(=O)NCCc2ccccc2)cc2sccc21 | 137

Copied from the entries so far for reference:
molecule | SK-BR-3 tox 24h
O=C(NCC1CCCO1)c1cc(-c2ccco2)nc2ccccc12 (stereo not given) | 89
COc1cc(C2C(C(=O)c3ccco3)=C(O)C(=O)N2CCc2ccccc2)ccc1O (stereo not given) | 88

The list goes on.
Molecule	SK-BR-3 tox 24h
COc1ccc(C(=O)N(CCCO)Cc2cc3c(C)ccc(C)c3[nH]c2=O)cc1OC	77
Nc1ncnc2nc(Sc3ccc(Cl)cc3)[nH]c12	113
CCOC(=O)CSc1nc(N)c(C#N)c(-c2cccs2)c1C#N	94
CCOC(=O)C(Cc1cc(C(C)=O)ccc1OCC)C(=O)OCC	90
O=c1c2ccccc2nc(-c2cccc(Cl)c2)n1O	77
CCOC(=O)c1sc(NC(=O)CSc2nnc(Cc3ccccc3)o2)c(C#N)c1C	118
O=C(O)c1cc(-c2ccco2)[nH]n1	96
CCC1(C)Cc2c(sc3c2c(=O)n(C)c2nnc(SCc4ccc5c(c4)OCO5)n32)CO1 (stereo not given)	84
CCNc1nc(C)cc(COC)c1C#N	92
OC(CN1CCN(c2cccc(C(F)(F)F)c2)CC1)c1c[nH]c2ccccc12 (stereo not given)	75
CCN1C(=O)CC(N2CCC(Nc3ccc(F)cc3)CC2)C1=O (stereo not given)	94
COc1ccccc1-n1c(CNc2c(C)cccc2C)nnc1SCC(=O)N1CCOCC1	91

Next part.
Molecule	SK-BR-3 tox 24h
COc1ccccc1-c1cc(C(F)(F)F)nc(N2CCCC2)n1	66
Cc1ccc2cc(CN(Cc3ccco3)C(=O)C3CCCCC3)c(=O)[nH]c2c1C	80
CCC(=O)c1ccc(N2CCN(C(=O)Cc3ccccc3)CC2)c(F)c1	81
COc1ccccc1CNC(=O)c1ccc(NS(=O)(=O)c2c(C)noc2C)cc1	92
COc1cc2[nH]c(=O)n(CCCCCC(=O)NCCCN3CCCC3=O)c(=O)c2cc1OC	109
O=C(COc1ccccc1)N1CCN(S(=O)(=O)c2cccs2)CC1	90
CCOC(=O)CSc1nc2ccccc2n2cnnc12	91
Cc1ccc(-n2c(SCC(=O)N3CCCC3)nc3c(c2=O)SCC3)cc1	109
Cc1cc(C(=O)NCCCN2CCCC2=O)cs1	97
O=S(=O)(c1cccc(-c2cn3cccnc3n2)c1)N1CCOCC1	102
CCSc1cnc(-c2ccccc2)n1CC	91
CCc1ccc(NC(=O)CNS(=O)(=O)c2c(C)noc2C)cc1	93

By substructure: the entries above containing a COOH group
Molecule	SK-BR-3 tox 24h
Cc1cc(Cl)c(S(=O)(=O)NCCC(=O)O)cc1OCC(N)=O	85
O=C(O)c1ccc(S(=O)(=O)c2ccc3c(c2)C(=O)N(Cc2ccco2)C3=O)cc1	110
O=C(O)c1cc(-c2ccco2)[nH]n1	96

Additional entries follow.
Molecule	SK-BR-3 tox 24h
COC(=O)c1c(NC(=O)CN2CCC(C)CC2)c2c(C)cccc2n1C	86
Cc1ccc(C(=O)CSc2nc(C)cc(SCc3nnc(-c4ccccc4)o3)n2)cc1	76
COc1ccccc1C(=O)Nc1ccc(-c2nnc(SCC(=O)O)n2C)cc1	86
COc1ccc(C(=O)CSc2nnc(-c3ccc(S(=O)(=O)N4CCOCC4)cc3)o2)cc1	122
Cc1ccc(CNC(=O)C2C3C=CC4(CN(Cc5cccnc5)C(=O)C24)O3)cc1 (stereo not given)	95
Cc1ccc(NC(=O)C2CC=CCC2C(=O)N2CCCCC2)cc1 (stereo not given)	118
Cc1ccc2cc3c(NC(=O)CC(C)C)nn(C)c3nc2c1	116
O=C(C1CCCCC1)N1CCC(c2nc3c(nnn3Cc3ccccc3Cl)c(=O)[nH]2)CC1	74
CCOc1ccccc1NC(=O)c1c(NC(=O)CNCc2ccco2)sc2c1CCC2	98
Cn1ncc2nc[nH]c(=O)c21	108
O=c1c(-c2ccccc2)c(O)nc2ccccn12	102
O=C1CC(c2cccs2)CC(O)=C1C=NCCN1CCNCC1 (stereo not given)	107

Next compounds follow:
Molecule	SK-BR-3 tox 24h
COc1cccc(CNc2nc3ccccc3n2CCN2CCCCC2)c1	70
COc1cc(C2c3c(-c4ccccc4)n[nH]c3C(=O)N2c2ccccc2)ccc1O (stereo not given)	80
CC(=O)C1=C(C)NC(SCC(=O)c2ccccc2)=C(C#N)C1CC(C)C (stereo not given)	96
O=c1c2ccccc2nc(COc2ccccc2)n1/N=C/c1ccco1	94
C[C@]12C=CC(=O)C=C1CC[C@@H]1[C@@H]2[C@@H](O)C[C@@]2(C)[C@H]1CC[C@]2(O)C(=O)COC(=O)CCC(=O)O	81
CCOCC(=O)Nc1cc(C(=O)OC)ccc1C(=O)OC	126
Cc1ccc(S(=O)(=O)N2CCC(C(=O)N3CCC[C@H]3C(=O)NCc3ccccc3)CC2)cc1	80
CS(=O)(=O)N(CC(=O)NCCSC1CCCCC1)c1ccc2c(c1)OCO2	94
O=C(NCN1C(=O)C2C3C=CC(C3)C2C1=O)OC1CCCCC1 (stereo not given)	89
Cc1ccc(S(=O)(=O)NCCNC(=O)C2CCCNC2=O)cc1 (stereo not given)	106
O=C1c2cccnc2-c2ncccc21	63
Cc1ccc2nc3c(cc(C#N)c(=O)n3CCN3CCOCC3)c(=O)n2c1	109

More entries:
Molecule	SK-BR-3 tox 24h
CCOn1c(=O)c(-c2ccc(OC)cc2)[n+]([O-])c2ccccc21	90
CN(C(=O)c1ccc(=O)[nH]c1)C1(C(=O)NC2CCCCC2)CCCCC1	97
COc1ccc(OCC(=O)Nc2ccccc2OC)cc1	105
CC(=O)OCCN1C(=O)c2cccnc2C1=O	92
O=C(CSc1nnc(-c2cccnc2)n1Cc1ccccc1)N1CCOCC1	104
Cn1c(SCC(=O)Nc2cccc(O)c2)nnc1-c1ccc(S(=O)(=O)N2CCOCC2)cc1	107
CCO/C=N/c1c(C#N)c2c(c(=S)n1C)COC(C)(C)C2	98
Cc1cc(NS(=O)(=O)c2ccc(NC(=O)NC3CCCCC3)cc2)no1	92
COc1ccccc1NC(=O)c1ccc(N)cc1	92
O=C(Nc1ccc(F)cc1)C1CCCCC1	69
CC(=O)NC1C2CN3CCN(C2)CC1(Cc1ccccc1)C3 (stereo not given)	84
Cc1nc(NC2=NCN(Cc3cccnc3)CN2)nc2c(C)cccc12	86

Sorted by length of the SMILES (ascending): part of the list above
Molecule	SK-BR-3 tox 24h
CCOCC(=O)Nc1cc(C(=O)OC)ccc1C(=O)OC	126
Cc1occc1C(=O)NCc1cccc(CNC(=O)c2ccoc2C)c1	99
Cc1cccc(N2CCN(C(=O)Cn3ccc4ccccc4c3=O)CC2)c1C	74
COCCCNC(=O)CN(c1cc(OC)ccc1OC)S(=O)(=O)c1ccccc1	85
COc1ccc(C(=O)N(CCCO)Cc2cc3c(C)ccc(C)c3[nH]c2=O)cc1OC	77

(further entries)
Molecule	SK-BR-3 tox 24h
NC(=O)c1ccsc1NC(=O)COc1ccccc1	90
CC(=O)N1C2CCCCC2S[C@H]2CCCCC21 (stereo not given in full)	93
O=C(NCc1cccs1)C1CCCN1C(=O)Nc1ccccc1 (stereo not given)	86
CCc1nc(NCCN2CCOCC2)c2oc3ccccc3c2n1	84
Cc1cccc(NC(=O)Cn2c(C)c(C#N)c3ccccc32)c1C	87
COc1cc(C(=O)N2CCC(c3nc(-c4cccnc4)no3)CC2)cc(OC)c1OC	104
NS(=O)(=O)c1ccc(C(=O)O)cc1	98
CCn1ncc(Br)c1C(=O)Nc1cc(C)ccc1F	69
O=C(COC(=O)C1CCCCC1)Nc1ccc(N2CCCCC2)cc1	93
O=C(CSc1n[nH]c(-c2ccccc2)n1)c1ccc(O)c(O)c1	93
CC(C)N1CC23C=CC(O2)C(C(=O)OCc2ccccc2)C3C1=O (stereo not given)	95
CC(C)N(Cc1nc(-c2ccccc2)no1)C(=O)CN1C(=O)c2ccccc2C1=O	95

The list continues:
Molecule	SK-BR-3 tox 24h
CCOC(=O)Cn1nnc(-c2cccc(OC)c2)n1	106
Cc1cccc(C)c1NC(=O)C(c1ccccc1)N1CCN(C(=O)c2ccco2)CC1 (stereo not given)	89
O=C(c1cccs1)N1CCN(C(=O)c2ccco2)c2ccccc2C1	97
Cc1cccc(-n2ncc3c(NCc4cccs4)ncnc32)c1	97
Cn1nnnc1P(=O)(c1ccccc1)c1ccccc1	93
COc1ccc(-c2n[nH]c(C)c2-c2ccc(OC)c(OC)c2)c(O)c1	99
Nc1c(S(=O)(=O)c2cccc(Cl)c2)c2nc3ccccc3nc2n1/N=C/c1ccc(O)c(O)c1	2.7*
CCC(=O)Nc1ccc2nc(SCC(=O)N3CCCC3)sc2c1	83
COc1cccc(N2CCN(Cc3nc(N)nc(Nc4ccccc4)n3)CC2)c1	93
CCOc1ccc(OCc2ccc(C(=O)N3CCCC3)o2)cc1	87
CCOc1ccc(CCNc2nc3c(c(=O)n(C)c(=O)n3C)n2CC)cc1OCC	84
CCCn1c(=O)c2c(c3ccccc31)OC(C)C(=O)N2 (stereo not given)	83
CCN(CC(=O)N1CCCCCC1)S(=O)(=O)c1ccc(Cl)cc1	90
